From PubChem BioAssay
M4 PAM – potentiates acetylcholine response at human M4 receptor | P08173 | CHO-K1 hM4/Gqi5, Fluo-8 calcium fluorescence, ACh EC20; 0% = ACh EC20, 100% = maximal ACh | activation, % at 3 µM | 360,000 compounds, 0.4% hits | AID 624126;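 active means activation above its plate's cutoff, the mean activation of sample wells plus 3 SD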; further: some results filed as inactive read as strong as hits
Target sequence (P08173 whole entry, looked up): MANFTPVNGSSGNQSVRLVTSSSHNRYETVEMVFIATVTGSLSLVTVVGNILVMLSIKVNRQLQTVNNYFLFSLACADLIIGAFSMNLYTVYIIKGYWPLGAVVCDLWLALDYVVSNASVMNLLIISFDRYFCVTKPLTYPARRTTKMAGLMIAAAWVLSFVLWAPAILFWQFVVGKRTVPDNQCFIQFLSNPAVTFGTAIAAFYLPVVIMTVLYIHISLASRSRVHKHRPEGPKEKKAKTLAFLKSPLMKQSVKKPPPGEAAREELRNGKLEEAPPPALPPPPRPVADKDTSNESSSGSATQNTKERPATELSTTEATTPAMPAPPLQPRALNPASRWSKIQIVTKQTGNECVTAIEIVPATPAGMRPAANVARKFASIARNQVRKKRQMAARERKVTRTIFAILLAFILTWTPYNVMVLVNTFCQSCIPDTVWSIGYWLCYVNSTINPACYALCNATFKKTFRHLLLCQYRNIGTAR
CHRM5 PAM – potentiates acetylcholine response at human M5 receptor; P08912; CHO-K1 hM5, Fluo-8 calcium, ACh EC20 PAM; 0% = ACh EC20, 100% = ACh EC100; activation, % at 3 µM; 360,000 compounds, 0.3% hits; AID 624038;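 active means activation above the run cutoff, the mean activation of all test compounds plus 3 SD, cut at about 18% in these data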
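Test system: CHO-K1 hM5 cells / Doses: single-point, 3 µM nominal / Times: Post-acetylcholine fluorescence recording 140 s / Technique: Fluo-8 calcium fluorescence / Measure: Max/basal fluorescence ratio as % of EC20–EC100 ACh window / Benchmarks: low control EC20 acetylcholine (0%), high control EC100 acetylcholine (100%) / Replicates: one well per compound, no replicates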
CHRM5 antagonist – blocks acetylcholine activation of human M5 receptor | P08912 | CHO-hM5 cells, Fluo-8 calcium fluorescence, ACh EC80 | inhibition, % at 3 µM | 360,000 compounds, 0.59% hits | AID 624040;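 active means inhibition above a per-plate cutoff, the mean of that plate's test compounds plus 3 SD, cut at about 27% in these data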;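 further: 0% = acetylcholine EC80 with DMSO and 100% = DMSO without agonist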
CHRM1 antagonist – antagonists of human M1 muscarinic receptor. CHO-K1 hM1, Fluo-8 calcium fluorescence, ACh EC80 antagonist. inhibition, % at 3 µM. 360,000 compounds, 1.3% hits. AID 588852;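 active means percent inhibition above its own plate's cutoff, namely the mean of that plate's compound wells plus 3 SD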;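 further: peak over basal fluorescence ratio during 140 s after agonist addition; 0% = ACh EC80 plus DMSO and 100% = DMSO alone without agonist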
Target sequence (P11229 whole entry, looked up): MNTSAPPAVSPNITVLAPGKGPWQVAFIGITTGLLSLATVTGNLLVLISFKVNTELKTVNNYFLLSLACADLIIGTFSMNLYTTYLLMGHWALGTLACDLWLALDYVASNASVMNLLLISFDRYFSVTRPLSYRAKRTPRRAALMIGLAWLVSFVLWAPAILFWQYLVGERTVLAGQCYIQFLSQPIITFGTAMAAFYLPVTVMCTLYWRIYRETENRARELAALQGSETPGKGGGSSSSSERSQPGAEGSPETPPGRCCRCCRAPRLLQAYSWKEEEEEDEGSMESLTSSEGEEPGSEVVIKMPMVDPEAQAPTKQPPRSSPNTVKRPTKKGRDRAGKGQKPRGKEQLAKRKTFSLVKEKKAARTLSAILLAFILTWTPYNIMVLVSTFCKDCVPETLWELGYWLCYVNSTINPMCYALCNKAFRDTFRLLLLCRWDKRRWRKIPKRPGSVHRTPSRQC
M4 antag – antagonists of human muscarinic M4 receptor (CHRM4). CHO-hM4 cells, ACh EC80, Fluo-8 calcium fluorescence. P08173. AID 624125. 360,000 compounds, 0.73% hits. inhibition, % at 3 µM;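 active means inhibition above its plate's cutoff, the mean inhibition of sample wells plus 3 SD, cut at about 27% in these data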;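 further: 0% = acetylcholine EC80 with DMSO and 100% = DMSO without agonist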
CRFBP-R2 agonist – agonists of human CRF-binding protein/CRF-R2 receptor complex; HEK293 CRF-R2/CRF-BP, calcium dye fluorescence (FLIPR); percent of saturating CRF peptide response; 350,000 compounds, 0.46% hits; activation, % at 13.2 µM;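 active means activation of at least 50%, plus an integration ratio under a set limit after plate pattern correction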;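 further: plate controls were neutral control wells without compound for no effect and CRF at EC100 for full effect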
M5 ag – CHRM5 agonism in calcium assay; P08912; CHO-K1 hM5 cells, Fluo-8 calcium fluorescence; 0% DMSO wells, 100% maximal acetylcholine response; activation, % at 3 µM; 360,000 compounds, 0.19% hits; AID 624037;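 active means activation above the run's mean over test compounds plus 3 SD, cut at about 23% in these data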;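 further: signal is peak over basal fluorescence ratio across the kinetic read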
CHRM1 PAM – potentiates human M1 receptor response to acetylcholine; 360,000 compounds, 0.088% hits; activation, % at 3 µM; AID 588819; CHO-K1 hM1, Fluo-8 calcium fluorescence, ACh EC20; 0% = ACh EC20, 100% = maximal ACh; P11229; in the data active means activation above about 19%, passing the limit was not always enough
M4 ag – CHRM4 agonism in calcium assay; P08173; CHO-K1 hM4/Gqi5, Fluo-8 calcium fluorescence; vehicle 0%, full acetylcholine response 100%; activation, % at 3 µM; 360,000 compounds, 0.14% hits;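 active means activation above the run mean over all test wells plus 3 SD, cut at about 32% in these data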;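 further: peak over basal fluorescence ratio per well then scaled between controls; 0% = DMSO wells and 100% = acetylcholine at EC100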
* = called active by the depositor; nt = not tested or not shown.

no.	SMILES	M4 PAM	M5 ag	CHRM1 antagonist	CRFBP-R2 agonist	M4 antag	CHRM1 PAM	CHRM5 PAM	M4 ag	CHRM5 antagonist
1	COc1ccccc1CNC(=O)C(=O)NCC1CCCN1S(=O)(=O)c1cc(C)ccc1C (stereo not drawn)	-2.6	0.0	-4.0	0.3	-4.8	-3.2	-2.6	3.6	5.1
2	COc1ccc(C)c2sc(NC(=O)CCS(=O)(=O)c3ccccc3)nc12	2.9	1.4	1.3	-8.2	-20.5	3.2	-8.4	13.5	12.8
3	CCCCCC(=O)Oc1cccc(N2C(=O)C3CCCCC3C2=O)c1 (stereo not drawn)	8.8	-1.7	-4.4	-3.7	-1.5	12.1	1.1	1.4	-6.1
4	CCCc1nnc(NC(=O)CCC(=O)N2CCN(CCOc3ccc(C)cc3)CC2)s1	1.1	3.0	1.7	1.0	-3.0	1.1	-5.9	5.1	0.6
5	Cc1ccc(NC(=O)CCN2CCN(CCO)CC2)cc1Br	4.7	-0.3	-16.0	2.5	-10.5	9.9	-4.9	1.6	4.2
6	CC(NC(=O)c1cc(S(=O)(=O)N(C)C)ccc1Cl)C1CC2CCC1C2 (stereo not drawn)	4.3	-2.0	-6.6	-1.5	-17.6	4.0	-0.4	3.9	-7.6
7	CCOc1ccccc1N(CC(=O)Nc1cc(OC)ccc1OC)S(C)(=O)=O	-0.3	-3.1	-3.8	-1.4	2.6	8.5	-2.8	2.1	0.5
8	CCOC(=O)c1[nH]c2cc3c(cc2c1CCCN1C(=O)c2ccccc2C1=O)OCCO3	-11.5	2.8	-12.7	0.0	16.5	4.4	-0.4	0.1	5.2
9	O=C(NCc1ccc(Cl)cc1)c1ccc(CS(=O)Cc2cccc(Cl)c2)o1 (stereo not drawn)	-5.8	-2.7	13.5	-1.1	-5.8	-6.7	-5.2	14.1	9.0
10	Cc1ccc(Cl)cc1NC(=O)C1CC(=O)N(C(C)C)C1 (stereo not drawn)	0.6	2.8	-14.6	-0.9	6.6	4.6	4.3	-0.1	4.3
11	CCCn1c(CN2CCN(c3cccc(Cl)c3)CC2)nc2c1c(=O)n(C)c(=O)n2C	-11.3	5.5	22.7	-4.7	-0.8	-17.7	-16.2	12.7	14.5
12	Cc1ccc2c(c1)N(CC(=O)NCC(C)c1ccccc1)C(=O)c1cccnc1O2 (stereo not drawn)	-1.2	0.7	-6.1	0.4	-4.1	10.4	-4.6	2.2	-3.9

Entries of single compounds from above.
CC(NC(=O)c1cc(S(=O)(=O)N(C)C)ccc1Cl)C1CC2CCC1C2 (stereo not drawn) reads M4 PAM: 4.3; M5 ag: -2.0; CHRM1 antagonist: -6.6; CRFBP-R2 agonist: -1.5; M4 antag: -17.6; CHRM1 PAM: 4.0; CHRM5 PAM: -0.4; M4 ag: 3.9; CHRM5 antagonist: -7.6
CCOc1ccccc1N(CC(=O)Nc1cc(OC)ccc1OC)S(C)(=O)=O reads M4 PAM: -0.3; M5 ag: -3.1; CHRM1 antagonist: -3.8; CRFBP-R2 agonist: -1.4; M4 antag: 2.6; CHRM1 PAM: 8.5; CHRM5 PAM: -2.8; M4 ag: 2.1; CHRM5 antagonist: 0.5

(next part)
no.	SMILES	M4 PAM	M5 ag	CHRM1 antagonist	CRFBP-R2 agonist	M4 antag	CHRM1 PAM	CHRM5 PAM	M4 ag	CHRM5 antagonist
13	COc1ccc(-c2cc(C(=O)N3CCN(c4ccccc4)CC3)no2)cc1OC	4.5	-3.2	-7.2	0.1	-11.2	7.8	-4.5	5.5	-2.9
14	CCOc1cc(C2NC(=O)CCC2[N+](=O)[O-])cc(Br)c1OC (stereo not drawn)	4.7	-5.0	13.1	-1.3	0.0	-5.3	-3.5	1.6	6.1
15	CCn1ccnc1CN(C)C(=O)c1cc(COc2ccc(OC)c3ccccc23)on1	-7.8	-5.8	11.9	-0.2	-4.4	-10.3	-6.8	7.6	21.1
16	O=C(N/C(=C\c1ccc(Br)cc1)C(=O)N1CCOCC1)c1ccc(Br)o1	7.1	-4.3	-10.9	0.2	-29.8	6.0	0.8	2.4	1.2
17	CCCc1cc(=O)n2nc(N3CCC(C(=O)Nc4c(F)c(F)c(F)c(F)c4F)CC3)sc2n1	2.5	-2.0	-13.4	0.7	-2.2	5.4	-2.5	0.9	0.2
18	COc1ccccc1NC(=O)c1cc2cc(Br)ccc2cc1O	-18.9	6.2	31.6	12.7	27.5*	-15.9	-17.8	33.4*	36.5*
19	COc1ccccc1Nc1nc2ccc(C)cc2cc1C#N	5.2	1.0	2.0	3.0	-1.0	-1.7	0.1	-0.3	-1.3
20	CC1(C)CC(=O)C=C(NCCN2CCN(C(=O)Nc3ccccc3)CC2)C1	3.8	-0.4	2.7	-0.1	-6.6	6.4	-0.3	0.1	-6.4
21	CC1(C)OC(=O)C2=C(C[C@@H](CCc3ccccc3)O[C@H]2C2CCCC2)O1	-6.7	1.7	nt	nt	19.1	nt	-2.0	-1.2	-3.8
22	S=C(NCC1CCCO1)Nc1cccc2ccccc12 (stereo not drawn)	11.2	-2.7	-2.9	-1.8	-4.2	9.9	5.3	2.0	-7.4
23	COc1ccc(-c2n[nH]c(C)c2-c2cscn2)c(O)c1	-12.0	-0.8	2.9	-6.3	4.8	1.1	-2.3	0.8	10.1
24	COc1ccc2c(c1OC)C(=O)N(c1ccc(O)cc1)C2=O	-4.0	-1.6	7.5	0.1	0.5	-6.9	6.3	0.9	0.7
25	CN(Cc1c(F)cccc1Cl)S(=O)(=O)c1cccs1	-1.0	-6.3	-15.2	-0.5	-12.9	11.1	0.1	-1.9	-2.4
26	O=C1c2ccccc2C(c2nnnn2-c2ccc3c(c2)OCCO3)N1CCc1ccc(O)cc1 (stereo not drawn)	4.2	2.6	nt	nt	-4.2	nt	-7.0	6.9	-0.7
27	O=C(CSc1nnc(CN2CCCCCC2=O)n1-c1ccccn1)NCC(F)(F)F	-4.9	0.7	0.3	-1.1	2.4	3.2	-6.7	1.1	-1.5
28	O=S(=O)(c1cnccc1N1CCN(/N=C/c2ccc(Cl)cc2)CC1)N1CCCCC1	5.2	-0.3	-15.6	0.6	-6.1	4.2	8.9	0.8	-7.6
29	Cc1ccc(-c2c(C(=O)O)c3ccccc3[nH]c2=O)cc1	4.1	-1.6	5.0	0.3	-6.8	-4.0	-1.1	1.6	5.7
30	Cc1ccc(C(=O)Nc2ccc(C)c(S(=O)(=O)N3CCOCC3)c2)c(C)c1	6.4	-0.2	-15.9	-0.5	2.1	13.7	-5.0	2.1	-8.2
31	Cc1ccc2c(c1)C(c1ccccc1)C(=O)O2 (stereo not drawn)	3.7	-0.4	-17.9	-0.8	-2.4	12.9	9.2	-0.1	-5.2
32	Cc1ncc(CCl)c2c1OC(C)(C)OC2	1.5	-3.5	16.9	1.5	3.6	-4.1	-2.1	0.4	7.2
33	CCCCn1c(CCNC(=O)CCC)nc2ccccc21	2.7	0.1	-15.0	-0.3	5.7	18.0	3.3	0.8	-2.9
34	CC1(C)Cc2ccccc2C(NNC(=O)c2cccnc2)=N1	7.3	-1.8	-2.9	0.4	0.9	1.5	1.2	0.9	-0.6
35	O=C1N/C(=N\N=C\c2cccs2)SC1Cc1ccc(Cl)cc1Cl (stereo not drawn)	12.5	3.8	-11.9	-0.5	-2.8	8.1	0.3	2.1	2.2
36	CCc1ccc(NS(=O)(=O)c2ccc3[nH]cc(C(=O)NCC4CCCO4)c(=O)c3c2)cc1 (stereo not drawn)	4.7	-6.6	12.7	-1.8	8.1	-2.9	3.0	1.2	1.5
37	CS(=O)(=O)N1CCc2cc(C(=O)N3CCN(c4cccc(Cl)c4)CC3)ccc21	-6.6	0.2	10.2	-1.7	-5.1	-16.3	-3.8	10.6	-5.4
38	CCOC(=O)c1c(C2CC2)csc1NC(=O)COC(=O)c1cnc(Cl)c(Cl)c1	4.3	0.3	4.0	0.2	-3.3	-0.1	0.2	0.2	-2.5
39	CC(C)(C)c1ccc(CNC(=O)c2ccc3c(c2)NC(=O)CO3)cc1	0.2	-6.3	19.1	1.7	-11.1	-6.8	2.2	3.7	-1.8
40	CCCn1c(C(O)c2ccc(OC)c(OC)c2)nc2ccccc21 (stereo not drawn)	-1.1	-0.4	-0.8	0.5	1.5	1.3	-2.0	2.0	10.6
41	CCOC(=O)C1=CCN(S(=O)(=O)c2ccccc2C)C1c1ccccc1 (stereo not drawn)	-4.9	-5.0	-0.6	nt	-19.6	6.6	-2.7	1.6	-5.9
42	C=CCC1(Cl)C(=O)C(Cl)=C(N2CCN(C)CC2)C1(OC)OC (stereo not drawn)	-4.8	-6.2	-1.7	2.2	-5.7	-0.2	-0.5	-0.1	9.5
43	CSCCC(NC(=O)c1ccccc1Cl)C(=O)N1CC(C)OC(C)C1 (stereo not drawn)	0.6	-0.2	-9.0	-0.3	-4.3	6.6	3.1	-0.2	-4.2
44	CCc1ccc(C(C(=O)NCc2ccc(OC)cc2)N(CCOC)C(=O)Cc2cccs2)cc1 (stereo not drawn)	-6.5	2.1	-7.7	-1.6	6.9	-6.3	-16.0	22.6	11.3
45	O=C(Nc1ccc2nn(-c3ccccc3)nc2c1)c1ccco1	-4.8	1.4	-5.3	3.1	3.7	2.5	-0.1	3.0	4.7
46	CN(C)c1ccc(NC(=O)c2ccc(COc3cccc(Cl)c3)o2)cc1	0.9	-1.7	-3.9	-1.7	-1.0	6.1	-2.2	0.2	4.5
47	CCCC(=O)NC(c1ccc(Cl)cc1)c1ccc2cccnc2c1O (stereo not drawn)	-1.8	-1.0	-5.7	0.0	5.5	2.1	-2.4	0.4	14.8
48	CC1CC(C)CN(C(=O)C(C)N(C)CC(=O)Nc2ccccc2Cl)C1 (stereo not drawn)	-5.6	2.0	2.0	-0.6	0.5	-0.4	2.1	0.8	1.6
49	CC(C(=O)NC(C)(C)C)n1c(C(c2ccccc2)c2ccccc2)nc2ccccc21 (stereo not drawn)	5.7	-2.1	nt	nt	-6.0	nt	0.4	0.2	-3.4
50	C/C(=N\Nc1ccc([N+](=O)[O-])cc1[N+](=O)[O-])C(C)C(C)C (stereo not drawn)	-8.4	-1.8	23.1	-1.1	-1.9	-9.2	-8.7	4.1	5.0
